Source: PubChem BioAssay (Emory University Molecular Libraries Screening Center)
14-3-3 PPI = alters human 14-3-3 gamma binding to Raf peptide; inhibition, % at 40 µM; 0.19% of 160,000 active; FP, 14-3-3gamma / TMR-pS259-Raf peptide binding; P61981; AID 422; in the data active means inhibition above about 30%;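 further: 0% = protein plus tracer without compound and 100% = blank with tracer alone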
Target sequence (P61981 whole entry, looked up): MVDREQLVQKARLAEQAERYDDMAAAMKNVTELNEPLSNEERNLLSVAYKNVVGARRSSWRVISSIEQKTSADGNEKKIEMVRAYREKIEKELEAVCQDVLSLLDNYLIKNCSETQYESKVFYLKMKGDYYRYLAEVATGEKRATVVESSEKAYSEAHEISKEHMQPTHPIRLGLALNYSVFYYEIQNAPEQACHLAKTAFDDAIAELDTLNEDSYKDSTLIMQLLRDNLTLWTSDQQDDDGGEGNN
* marks the source's active call; other numbers are inactive results; & = joins results of further samples.

Sample of the layout (15 entries):
SMILES	14-3-3 PPI
CC(=O)Oc1cccc(C(=O)Nc2nccs2)c1	-1
Cc1cc(NC(=O)C2CC(c3ccc(F)cc3)=NO2)no1 (stereo unspecified)	1
Cc1c(Br)c(C(F)(F)F)nn1CC(=O)Nc1cc(Oc2ccc(I)cc2)cc([N+](=O)[O-])c1	-15
COc1ccc(NC(=O)C2=C(C)Nc3ncnn3C2c2ccc(OC)cc2)cc1 (stereo unspecified)	2
Cc1ccccc1Cc1c(C)nc2nc(SCC(=O)N(C)c3ccccc3)nn2c1C	-9
Cc1noc(/C=C/N(C)C)c1S(=O)(=O)N1CCCC(C(=O)Nc2ccc3c(c2)OCO3)C1 (stereo unspecified)	0
CC(C)(C)NC(=O)C1CN(S(=O)(=O)c2ccccc2)CCN1S(=O)(=O)c1ccccc1 (stereo unspecified)	-17
O=S(=O)(c1ccc2c(c1)OCCO2)N1CCN(c2cccc(Cl)c2)CC1	3
CC(=O)N1CCc2cc(Br)cc(S(=O)(=O)CC(=O)Nc3ccc(C)c(C)c3)c21	-12
Cc1cc(C)c(S(=O)(=O)N2CCCCC2)c(C)c1-n1ncnn1	0
O=C(O)C1CC1c1ccc(Br)cc1 (stereo unspecified)	-5&3
COC(=O)C1=NNC2C(=O)N(c3ccc(C)c(C)c3)C(=O)C12 (stereo unspecified)	-9
Fc1ccc(Nc2c(-c3ccco3)nc3ccc(Cl)cn23)cc1	-7
CCOc1ccc(OCC)c(NS(=O)(=O)c2cnc[nH]2)c1	4
Cc1ccc(S(=O)(=O)CCc2nnc(NC(=O)c3ccc(F)cc3)s2)cc1C	-9

This part in full (from the top)
SMILES	14-3-3 PPI
CC(=O)Oc1cccc(C(=O)Nc2nccs2)c1	-1
Cc1cc(NC(=O)C2CC(c3ccc(F)cc3)=NO2)no1 (stereo unspecified)	1
Cc1c(Br)c(C(F)(F)F)nn1CC(=O)Nc1cc(Oc2ccc(I)cc2)cc([N+](=O)[O-])c1	-15
COc1ccc(NC(=O)C2=C(C)Nc3ncnn3C2c2ccc(OC)cc2)cc1 (stereo unspecified)	2
Cc1ccccc1Cc1c(C)nc2nc(SCC(=O)N(C)c3ccccc3)nn2c1C	-9
Cc1noc(/C=C/N(C)C)c1S(=O)(=O)N1CCCC(C(=O)Nc2ccc3c(c2)OCO3)C1 (stereo unspecified)	0
CC(C)(C)NC(=O)C1CN(S(=O)(=O)c2ccccc2)CCN1S(=O)(=O)c1ccccc1 (stereo unspecified)	-17
O=S(=O)(c1ccc2c(c1)OCCO2)N1CCN(c2cccc(Cl)c2)CC1	3
CC(=O)N1CCc2cc(Br)cc(S(=O)(=O)CC(=O)Nc3ccc(C)c(C)c3)c21	-12
Cc1cc(C)c(S(=O)(=O)N2CCCCC2)c(C)c1-n1ncnn1	0
O=C(O)C1CC1c1ccc(Br)cc1 (stereo unspecified)	-5&3
COC(=O)C1=NNC2C(=O)N(c3ccc(C)c(C)c3)C(=O)C12 (stereo unspecified)	-9
Fc1ccc(Nc2c(-c3ccco3)nc3ccc(Cl)cn23)cc1	-7
CCOc1ccc(OCC)c(NS(=O)(=O)c2cnc[nH]2)c1	4
Cc1ccc(S(=O)(=O)CCc2nnc(NC(=O)c3ccc(F)cc3)s2)cc1C	-9
Cc1nc(N2CCCCC2C)c2c(C)c(C(=O)Nc3ccccc3F)sc2n1 (stereo unspecified)	-2
O=C(c1ccc(Sc2ccc(Br)cc2)c([N+](=O)[O-])c1)N1CCOCC1	-4
CCCSC1=C(C#N)C(c2ccccc2OCC)CC(=O)N1 (stereo unspecified)	-9
O=C(Nc1ccc(F)cc1)N1CCN(CC=Cc2ccccc2)CC1	4
COc1cc(NS(=O)(=O)c2ccc3c(c2)CCN3C(C)=O)cc(OC)c1	0
Cc1cccn2c1nc(=S)n2C(=O)c1ccccc1	-4
Cc1ccc(C(=O)n2cnc3cc(C)c(C)cc32)cc1C	-10
CCC(Sc1nc2c(cnn2-c2ccccc2)c(=O)[nH]1)C(=O)OC (stereo unspecified)	1
O=C(COC(=O)c1ccccc1Nc1ccccc1)NCc1ccco1	2
O=C(c1cccc(Cl)c1)N1CCN(c2ccccn2)CC1	-7
C=CCn1c(SCC(=O)NCCOC)nc2scc(-c3ccco3)c2c1=O	-15
CCc1ccccc1NS(=O)(=O)c1ccc2[nH]cc(C(=O)NCc3ccco3)c(=O)c2c1	-3
O=[N+]([O-])c1ccc(Oc2nc(-c3ccccc3)c3cc(Cl)ccc3n2)cc1	-4
Cc1ccc2cc3cc(C(=O)NC4CCCCCC4)sc3nc2c1	3
CC(=O)Nc1ccc(Br)cc1C(=O)C(=O)Nc1cccc(C(=O)NC2CCCC2)c1	-3
CCOC(=O)c1ccc(CN(Cc2ccccc2C)S(=O)(=O)c2ccc([N+](=O)[O-])cc2)cc1	0
Cc1ccc(-c2csc(/C(C#N)=C(\O)CN3CCN(C(=O)c4ccco4)CC3)n2)cc1	-13
COc1ccc(C(=O)Nc2ccccc2N2CCOCC2)cc1Br	0
O=C(CCCCCN1C(=O)c2cccc([N+](=O)[O-])c2C1=O)Nc1ccc(Cl)cc1	-5
O=C(CN1CCN(S(=O)(=O)c2ccc(Br)cc2)CC1)Nc1ccc2c(c1)OCO2	5&-4
CCC(C)Nc1nc(-c2cccc(OC)c2O)nc2ccccc12 (stereo unspecified)	3
Cc1ccc(S(=O)(=O)Nc2ccc3oc4c(c3c2)C(=O)CCC4)c(C)c1	-2
O=C(O)c1ccc2c(c1)C1C=CCC1C(c1ccccc1[N+](=O)[O-])N2 (stereo unspecified)	-22
CC(C)(C)SCCNC(=O)COc1ccc(Cl)cc1	-3
CCOc1ccc(C2NC(=S)NC(C)=C2C(=O)Nc2ccc(C)cc2C)cc1 (stereo unspecified)	-3
O=C(CCn1c(=S)[nH]c2ccccc2c1=O)NC1CCCCC1	8
CCOC(=O)c1sc(C(=O)OCC)c(OCCO)c1OCCO	-5
O=C(C1Cc2ccccc2CN1S(=O)(=O)c1ccc(F)cc1)N1CCCCC1 (stereo unspecified)	-1
CC1CCN(S(=O)(=O)c2ccc3c(c2)c(=O)c(C(=O)N2CCOCC2)cn3C)CC1	-1
COc1ccc(-n2c(=O)c3c4c(sc3n(CC(=O)C(C)(C)C)c2=O)CCCC4)c(OC)c1	-3
CCSc1n[nH]c(=O)[nH]c1=S	-4
Cc1ccc(F)cc1NC(=O)c1sc2ncn(CC(=O)Nc3cccc(C(F)(F)F)c3)c(=O)c2c1C	-22
COc1ccc(-c2nnc3ccc(SCC(=O)N4CCCCC4)nn23)cc1OC	0
Cc1cc(N2CCN(S(=O)(=O)c3ccccc3)CC2)c(F)cc1[N+](=O)[O-]	-7
CC(=O)c1ccc(C(=O)Nc2ccc(N3CCOCC3)cc2)cc1	3
COc1ccc(NC(=O)CCCn2nc([N+](=O)[O-])c(Cl)c2C)c(OC)c1	-5
O=C(CCCn1c(=O)[nH]c2ccc(Br)cc2c1=O)NCc1ccccc1Cl	-6
CCOC(=O)c1ccc(N2C(=O)C(O)=C(C(C)=O)C2c2ccc([N+](=O)[O-])cc2)cc1 (stereo unspecified)	-9
CCc1nnc(NC(=O)c2sc3nc4c(cc3c2N)CCC4)s1	8
CCOC(=O)c1c(NC(=O)CC)sc(C(C)=O)c1C	-1&-7
Cc1nc(SCc2nc3ccccc3[nH]2)c2oc3ccccc3c2n1	-13
COc1cc(C2SC(NC(C)=O)=NN2C(C)=O)ccc1OCc1ccc([N+](=O)[O-])cc1 (stereo unspecified)	-4
O=[n+]1cc(-c2ccc(Cl)cc2)n([O-])c2c1CCCC2	-26
NS(=O)(=O)c1cc2c(cc1Cl)NC(C1C[C@H]3C=C[C@@H]1C3)NS2(=O)=O (stereo partly specified)	-3
COc1cc(CN2CCCC(C(=O)N3CCCCCC3)C2)cc(OC)c1OC (stereo unspecified)	0

(continued)
SMILES	14-3-3 PPI
COc1ccc(CCNC(=O)C2CCC(Cn3c(=S)[nH]c4ccsc4c3=O)CC2)cc1OC (stereo unspecified)	1
O=C(NCCc1ccc(Cl)cc1)C1CCC(=O)N1Cc1ccccc1Cl (stereo unspecified)	-1
CCOC(=O)COc1ccc2c3c(c(=O)oc2c1)CCCC3	-19
Cc1ccc(-c2ccc(=O)n(CC(=O)NCCC(C)C)n2)cc1	-1
CCCN(CCC)C(=O)C1CCN(c2cc(C)nc3c(-c4ccc(OC)c(OC)c4)c(C)nn23)CC1	4
CCc1ccc(NC(=O)C(CC)Sc2nc3ccccc3c(=O)n2C2CC2)cc1 (stereo unspecified)	-2
CCOC(=O)c1cccc(NC(=O)C2CCCN(S(=O)(=O)c3cccc4nsnc34)C2)c1 (stereo unspecified)	-13
Cc1cc(C(=O)N(C)Cc2ccc(Br)cc2)no1	-13
NC1(C(=O)O)CC1	-1
CCCc1nc(N)c(C#N)c(-c2ccccc2)c1CC	4
COc1ccc(-c2cc(C(=O)NCC3CCCO3)c3ccccc3n2)c(OC)c1 (stereo unspecified)	-19
O=C(COc1cccc(NC(=O)c2ccco2)c1)c1ccc(F)cc1	-14
COc1ccccc1NC(=O)c1ccc(N2CC3CC(C2)c2cccc(=O)n2C3)c(NC(=O)c2cccnc2)c1 (stereo unspecified)	-18
COc1ccc(C2CC(=O)C3=C(C2)Nc2ccccc2NC3c2ccccc2F)cc1OC (stereo unspecified)	-8
COc1ccc(CCN2C(=O)CC(C(N)=O)SC2=Nc2ccccc2)cc1 (stereo unspecified)	11
O=C(C1CCC(CNS(=O)(=O)c2ccc(Br)s2)CC1)N1CC=C(c2ccccc2)CC1 (stereo unspecified)	-11
COCCCNc1oc(-c2ccccc2OC)nc1C#N	1
COCCN1C2=C(C(=O)CC(C)(C)C2)C(c2cccc(O)c2)C2=C1CC(C)(C)CC2=O	-10
COc1ccc(Cl)c(Cn2c(NCc3ccccn3)nc3c2c(=O)n(C)c(=O)n3C)c1	-1
Cn1c(SCC(=O)c2ccccc2)nnc1-c1cnccn1	-2
COC(=O)c1nc2n(n1)C(c1ccc(F)cc1)C(C(=O)OC1CCCCC1)=C(C)N2 (stereo unspecified)	17
CN(C(=O)COc1ccc(C(C)(C)C)cc1)C1CCS(=O)(=O)C1 (stereo unspecified)	10
Cc1nnc2ccc(N3CCN(c4cccc(C(F)(F)F)c4)CC3)nn12	2
CC(=O)Oc1ccc(N(C(C)=O)S(=O)(=O)c2ccc(Cl)cc2)cc1Br	-7
Cc1cc(C(=O)NCCN2CCOCC2)c2ccccc2n1	-6
Cc1cc(C)cc(N(CC(=O)NCC2CCCO2)S(=O)(=O)c2c(C)noc2C)c1 (stereo unspecified)	-7
O=S(=O)(c1ccccc1)N1N=C(C2CCCCC2)CC1(O)C(F)(F)F (stereo unspecified)	-7
CCCCC(=NCCO)C1=C(O)C(C(=O)OC)C(C)(C)CC1=O (stereo unspecified)	6
COc1ccc(CCn2c(=N)c(C(=O)NCc3ccco3)cc3c(=O)n4ccccc4nc32)cc1	-14
CC1(C)CC(=O)C2=C(C1)NC(=O)CC2c1ccccc1F (stereo unspecified)	-3
Cc1ccc(CCN2CC(C(=O)NCCCN(C)Cc3ccccc3)CC2=O)cc1 (stereo unspecified)	-2
CCOc1ccc(CN2C(=O)c3ccccc3C2C(=O)NC2CCCCCC2)cc1 (stereo unspecified)	-2
Cc1ccc(S(=O)(=O)Nc2cc3sc(=O)oc3c3ccccc23)c(C)c1	-53
CCN1C(=O)/C(=c2\o/c(=C3\C=Cc4ccccc4N3CC)c(=O)n2CC)SC1=S	-34
N#CCCN1CCN(C(=S)c2ccc(-c3ccc(Cl)cc3)o2)CC1	-8
Nc1nnnn1/N=C/c1ccccc1OCc1ccccc1	-8
CCOC(=O)C1CCCN(C2CC(=O)N(c3ccc(F)cc3)C2=O)C1 (stereo unspecified)	-12
COc1ccccc1C(=O)Nc1ccc2c(c1)nc(CN1CCN(C(C)=O)CC1)n2C	-4
COc1ccc(NC(=O)c2c(N)sc3c2CCC(C(C)(C)C)C3)cc1 (stereo unspecified)	-77
Cc1c(C(=O)Nc2cccc(Cl)c2)oc2ccc(S(=O)(=O)N(C)C3CCCCC3)cc12	-4
CC1=C(C(=O)OC2CCCCC2)C(c2cccc(Br)c2)n2nnnc2N1 (stereo unspecified)	1
O=C1CSC(c2cccc(F)c2)N1c1ccc(Br)cc1 (stereo unspecified)	6
N=c1n(CC(=O)c2ccco2)c2ccccc2n1Cc1ccccc1	-23
O=C(Nc1ccc(S(=O)(=O)Nc2nccs2)cc1)c1cnc2sccn2c1=O	-18
O=C1C2C3C=CC(C3=C3CCCCC3)C2C(=O)N1Cc1ccccc1 (stereo unspecified)	1
Cc1ccc(NC(=O)CS(=O)CC(=O)N(CC(=O)NC2CCCC2)c2cccc(C)c2C)cc1 (stereo unspecified)	0
O=C(O)CCC(=O)Nc1nc2n(n1)C(c1ccccc1)C=C(c1ccc(Cl)cc1)N2 (stereo unspecified)	-11
O=C(NCCc1nc(-c2ccccc2)cs1)c1ccc(Br)cc1	-9
CC1(C)Cc2ccccc2C(CSc2nc(-c3ccco3)cc(C(F)(F)F)n2)=N1	-183
Cc1ccsc1C(=O)Nc1nnc(-c2ccco2)o1	-4
COc1ccc2[nH]c(=O)c(CN(C(=O)NC3CCCCC3)C3CCCCC3)cc2c1	-8
CC(C)[C@H](N)c1nnc(SCc2ccc(Cl)cc2)o1	0
CCOc1ccc(C2CC(=O)C3=C(C2)Nc2ccccc2NC3c2ccc(C)c([N+](=O)[O-])c2)cc1OC (stereo unspecified)	2
Cc1cc(SCC(=O)N2CCC(c3noc4ccc(F)cc34)CC2)nc2ccccc12	-6
Cc1cccc(-c2nc(CN3CCCC(C(=O)NC4CCCCCC4)C3)c(C)o2)c1 (stereo unspecified)	-1
O=C(C[n+]1cc(Br)cc(Br)c1)c1cccc([N+](=O)[O-])c1	-8
O=C(Nc1ccc2c(c1)Nc1ccccc1CC2)c1ccccc1	-1
CC1CCCN(C(=O)CCCn2c(=S)[nH]c3ccccc3c2=O)C1 (stereo unspecified)	5
CN1CCN(c2nc3ccccc3nc2NS(=O)(=O)c2ccc(Cl)cc2)CC1	9

Some of the compounds tested, so the mix of outcomes need not match the whole.
